Screening data: PubChem, several laboratories
GalR3 antagonist: blocks the human galanin receptor 3; inhibition, % at 3 µM; HEK293 GalR3-CNG cAMP membrane potential fluorescence; galR3 body fused to GalR1 C-terminus; 360,000 tested, 0.44% active; AID 651719;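 active means inhibition above the screen-wide average plus 3 SD, cut at about 13% in these data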;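 further: forskolin and galanin both at EC90 stimulate the cells; cAMP rise reported by CNG channel membrane potential dye signal; 0% = forskolin plus galanin with DMSO and 100% = forskolin alone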
M4 PAM: CHRM4 positive allosteric modulation | P08173 | CHO-K1 hM4/Gqi5, Fluo-8 calcium fluorescence, ACh EC20; 0% = ACh EC20, 100% = maximal ACh | activation, % at 3 µM | 360,000 tested, 0.4% active;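 active means activation above its plate's cutoff, the mean activation of sample wells plus 3 SD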; further: some results filed as inactive read as strong as hits
CRFR2-BP ag: CRF-BP/CRF-R2 complex agonism; HEK293 CRF-R2/CRF-BP, calcium dye fluorescence (FLIPR); percent of saturating CRF peptide response; activation, % at 13.2 µM; 350,000 tested, 0.46% active; AID 588473;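 active means activation of at least 50%, plus an integration ratio under a set limit after plate pattern correction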;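 further: plate controls were neutral control wells without compound for no effect and CRF at EC100 for full effect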
pCIP destab: lowers stability of the mouse p/CIP coactivator protein; Q05BA5; F442A p/CIP-EGFP cells, EGFP fluorescence, 16 h; decrease of EGFP signal, % at 10 µM; 290,000 tested, 0.01% active;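 active means EGFP signal decrease of at least 30% at 10 µM or well 3 SD below plate mean, unless failing retest; inactive means the rest, including hits failing retest or dose response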; further: some compounds called inactive have numbers as strong as hits; many of its hits are not listed in these tables
Target sequence (Q05BA5 1-1403): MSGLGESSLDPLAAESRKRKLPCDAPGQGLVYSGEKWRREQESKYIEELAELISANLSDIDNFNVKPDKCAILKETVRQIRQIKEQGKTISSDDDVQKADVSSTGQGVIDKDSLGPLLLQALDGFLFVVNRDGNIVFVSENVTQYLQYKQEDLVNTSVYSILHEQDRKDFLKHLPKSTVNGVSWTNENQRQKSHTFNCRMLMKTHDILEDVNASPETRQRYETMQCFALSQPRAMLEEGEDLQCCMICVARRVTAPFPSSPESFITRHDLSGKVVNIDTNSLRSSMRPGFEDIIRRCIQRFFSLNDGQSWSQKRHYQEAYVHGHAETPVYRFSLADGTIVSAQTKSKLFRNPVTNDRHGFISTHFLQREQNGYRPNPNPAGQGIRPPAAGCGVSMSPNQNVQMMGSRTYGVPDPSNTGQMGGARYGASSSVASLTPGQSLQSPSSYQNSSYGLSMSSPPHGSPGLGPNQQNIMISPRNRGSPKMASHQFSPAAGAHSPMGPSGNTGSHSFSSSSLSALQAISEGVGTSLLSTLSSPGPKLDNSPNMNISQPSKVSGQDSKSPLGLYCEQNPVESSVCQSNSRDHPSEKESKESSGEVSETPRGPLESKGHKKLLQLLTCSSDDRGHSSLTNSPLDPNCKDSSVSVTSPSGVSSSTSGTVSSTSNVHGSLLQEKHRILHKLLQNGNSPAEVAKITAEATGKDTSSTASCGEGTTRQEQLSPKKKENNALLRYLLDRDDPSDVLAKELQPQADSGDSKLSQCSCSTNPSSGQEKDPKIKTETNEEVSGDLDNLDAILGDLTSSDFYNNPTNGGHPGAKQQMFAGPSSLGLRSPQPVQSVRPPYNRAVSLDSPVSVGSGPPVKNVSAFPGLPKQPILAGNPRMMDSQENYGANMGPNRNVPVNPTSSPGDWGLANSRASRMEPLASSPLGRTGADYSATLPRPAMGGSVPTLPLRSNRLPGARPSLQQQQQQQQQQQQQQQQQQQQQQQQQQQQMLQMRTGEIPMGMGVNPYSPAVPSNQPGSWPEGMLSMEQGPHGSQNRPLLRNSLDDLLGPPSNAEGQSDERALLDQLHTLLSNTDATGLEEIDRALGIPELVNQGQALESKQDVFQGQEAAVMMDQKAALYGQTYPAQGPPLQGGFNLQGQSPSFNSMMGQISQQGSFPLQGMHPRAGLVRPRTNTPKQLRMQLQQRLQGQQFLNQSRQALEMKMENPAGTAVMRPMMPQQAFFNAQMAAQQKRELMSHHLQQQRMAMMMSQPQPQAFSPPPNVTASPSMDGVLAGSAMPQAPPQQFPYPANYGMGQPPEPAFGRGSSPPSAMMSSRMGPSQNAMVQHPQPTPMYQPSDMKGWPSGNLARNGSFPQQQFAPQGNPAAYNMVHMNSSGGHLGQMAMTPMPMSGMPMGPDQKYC
PHOSPHO1 block: inhibitors of human PHOSPHO1 phosphatase | recombinant PHOSPHO1, absorbance phosphatase assay | inhibition, % at 13.3 µM | 290,000 tested, 1.1% active; in the data active means inhibition above about 60%
CRFR2-BP antag: blocks CRF-induced signaling of the CRF-BP/CRF-R2 complex; HEK293 CRF-R2/CRF-BP, CRF-induced calcium fluorescence; 350,000 tested, 0.59% active; inhibition, % at 11.8 µM;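 active means inhibition of the ligand-induced calcium signal above about 50% at the single tested concentration, limit read from the data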
IDE cell inh: inhibitors of human insulin-degrading enzyme in cells | P14735 | inhibition, % at 5.59 µM | 320,000 tested, 0.41% active | HEK cells, FAbetaB cleavage, fluorescence polarization | AID 434962;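 active means percent inhibition above the average of all tested compounds plus 3 SD, set per screening campaign, cut at about 16% in these data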;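 further: IDE supplied by intact live HEK cells; FP after avidin binding of uncleaved biotin substrate so inhibition keeps polarization high; 0% = DMSO wells and 100% = 60 µM reference IDE inhibitor Ii1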
MEKK3 PB1 HTS: raises or lowers MEK5 binding to the human MEKK3 PB1 domain. bead-based flow cytometry, Alexa488-MEK5 binding to MEKK3; actives lie on both sides; 0 = blocked by unlabeled MEK5, 100 = vehicle. binding response (% of control), % at 10 µM. Q99759. 290,000 tested, 1.4% active. AID 1529;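 active means binding response more than 3 SD above or below the average of its plate-row segment, actives on both sides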;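 further: Alexa488 bead fluorescence after subtracting the streptavidin-only scavenger bead signal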
IDE act: activators of human insulin-degrading enzyme in cells; P14735; HEK cells, FAbeta-B cleavage, fluorescence polarization; 0% vehicle, 100% cell-free pure enzyme wells; activation, % at 5.96 µM; 340,000 tested, 0.073% active; AID 493087;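 active means activation above the mean of all tested compounds plus 3 SD, set per screening campaign, cut at about 17% in these data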
The depositor's hits bear a star; x = not tested or not shown.

SMILES	GalR3 antagonist	M4 PAM	CRFR2-BP ag	pCIP destab	PHOSPHO1 block	CRFR2-BP antag	IDE cell inh	MEKK3 PB1 HTS	IDE act
OCCCc1nc2ccccc2n1CCc1ccccc1	-6	15	0.2	8	-4	-6	3	108	3
COc1ccc(S(=O)(=O)N2Cc3ccccc3CC2C(=O)Nc2nccs2)cc1 (stereo unspecified)	-6	-14	-0.6	-2	19	21	1	99	-9
CCOc1ccc2c(c1)C(NC(C)=O)C(=O)N2CCN1CCOCC1 (stereo unspecified)	-10	3	-0.3	-15	18	19	x	106	-1
CC(C)c1nc(SCC(=O)Nc2nc3c(s2)CCCC3)c2ccccc2n1	-5	16	2.5	-9	18	-28	2	x	0
O=S(=O)(c1cccc(Cl)c1)N1CCC(c2nc3ccccc3[nH]2)CC1	-9	3	-3.8	-24	15	-26	10	107	-2
O=C(O)/C=C/C(=O)Nc1ccc(F)cc1F	-2	7	-0.3	-9	32	9	0	100	0
CN(Cc1cccs1)C(=O)C1CCN(S(=O)(=O)c2ccccc2)CC1	-4	12	1.7	x	x	-8	3	x	5
c1ccc(NCCc2ccccn2)cc1	-4	-2	-0.8	x	x	4	x	x	6
Cc1ccccc1NC(=O)CN1C(=O)COc2ccc(S(=O)(=O)N3CCCC3)cc21	0	6	-0.6	-1	24	0	-2	99	1
O=C(CCCn1nnc(-c2cccnc2)n1)c1ccc(F)cc1	-5	9	-0.4	-9	4	8	-1	105	3
CCCN(C(=O)c1ccco1)c1nnc(-c2ccncc2)s1	-6	2	-6.6	-7	14	17	2	95	-1
O=C(c1cccc(Cl)c1)c1nn(-c2ccccc2)c(=O)cc1C(F)(F)F	-2	11	7.1	-8	-10	11	-2	110	1
CCN1CCN(Cc2coc3ccc(C)cc3c2=O)CC1	-5	-2	0.3	1	-42	1	0	104	-2
COc1cc(/C=N/Nc2nc(N3CCCC3)nc(N3CCCC3)n2)ccc1OCc1ccccc1F	3	-2	0.2	-3	28	3	-3	74	x
c1ccc2c(c1)[nH]c1c(N3CCCC3)ncnc12	-2	-9	-3.6	-18	-4	11	16*	101	-12
Cc1ccc(NC(=O)CCC(=O)NNC(=O)c2ccccc2Cl)c(C)c1	-5	-1	-2.2	-13	20	-1	-1	97	1
O=S(=O)(Nc1cccc2c1CCCC2)c1ccc(Cl)cc1	-3	-7	4.8	2	-13	-33	4	96	2
CC(=O)NC(CC(=O)Nc1ccc(S(=O)(=O)Nc2nccs2)cc1)c1ccccc1 (stereo unspecified)	-5	6	1.7	x	x	-2	x	x	3
Clc1ccc(Sc2oc(/C=N/n3cnnc3)cc2Br)cc1	-3	-4	-0.1	-7	84*	6	-1	99	4
COc1ccc(S(=O)(=O)Nc2ccc3c(c2)CCC3)cc1	-7	-1	1.9	11	-4	-12	4	99	-5
CCOc1cc(/C=C(\C#N)C(N)=O)ccc1OCc1c(C)no[n+]1[O-]	-6	8	1.5	8	20	-51	1	102	-1
CCCCN(C)CCNC(=O)C1CCN(S(=O)(=O)c2cccc3nsnc23)CC1	0	2	-1.5	-11	23	-10	2	101	-1
CC(C)CN(CC(C)C)C(=O)CN1C(=O)NC2(CCc3ccccc3C2)C1=O (stereo unspecified)	-8	1	-1.2	-5	26	-1	-5	106	4
O=C(NC(=S)NC1CCCCC1)c1ccccc1[N+](=O)[O-]	-5	-4	-0.6	-9	29	-16	4	97	-4
CC(=O)Oc1cccc(C(=O)Nc2ccccc2NC(=O)c2cccc(OC(C)=O)c2)c1	-8	-4	-1.3	-4	42	-52	-3	104	4
CCCc1[nH]n(-c2ccc([N+](=O)[O-])cc2)c(=O)c1C=NCCc1ccc(OC)c(OC)c1	0	4	0.2	-17	23	19	0	112	2
CCC(C)c1ccc(OCc2ccc(C(=O)O)o2)cc1 (stereo unspecified)	-11	5	-1.4	5	9	8	0	101	-1
O=C1C=C(c2ccccc2)CC(c2cccs2)C1n1cnc([N+](=O)[O-])c1 (stereo unspecified)	-2	6	2.2	1	26	-2	3	101	-3
CSCC(C)N1CCC(n2nccc2NC(=O)CCc2ccccc2)CC1 (stereo unspecified)	-2	-2	0.0	-8	26	-8	x	99	-2
Cc1ccc(C)c(NC(=O)CCN2CCN(CCO)CC2)c1	-9	-5	-1.2	-2	-19	-9	5	107	5
O=C(NCc1nc(-c2ccccc2)no1)c1ccc(Br)o1	-2	-2	0.1	-50	12	-15	1	97	1
CC(C)(C)NS(=O)(=O)c1ccc(CCC(=O)NCc2cccnc2)cc1	-1	0	0.4	9	2	-12	-1	99	0
COc1ccc(-c2noc(CN(C(=O)c3c(-c4ccccc4Cl)noc3C)C(C)C)n2)cc1	-2	-10	3.7	2	9	-4	6	103	4
Cc1cccc(C)c1NC(=O)CCCSc1nnc(N)s1	-2	-1	-1.1	18	24	1	2	105	-1
Cc1cc(C)n2nc(C(=O)N3CCCC(N4CCN(c5ccccc5C)CC4)C3)cc2n1 (stereo unspecified)	1	-2	-0.8	-5	x	11	x	105	1
CSc1nnc(C(C)(C)C)c(=O)n1/N=C/c1ccc(C(C)C)cc1	-4	1	3.4	1	11	-6	2	97	2

As a working copy, part of the list above:
SMILES	GalR3 antagonist	M4 PAM	CRFR2-BP ag	pCIP destab	PHOSPHO1 block	CRFR2-BP antag	IDE cell inh	MEKK3 PB1 HTS	IDE act
COc1ccc(S(=O)(=O)Nc2ccc3c(c2)CCC3)cc1	-7	-1	1.9	11	-4	-12	4	99	-5
CCOc1cc(/C=C(\C#N)C(N)=O)ccc1OCc1c(C)no[n+]1[O-]	-6	8	1.5	8	20	-51	1	102	-1
CCCCN(C)CCNC(=O)C1CCN(S(=O)(=O)c2cccc3nsnc23)CC1	0	2	-1.5	-11	23	-10	2	101	-1
CC(C)CN(CC(C)C)C(=O)CN1C(=O)NC2(CCc3ccccc3C2)C1=O (stereo unspecified)	-8	1	-1.2	-5	26	-1	-5	106	4
O=C(NC(=S)NC1CCCCC1)c1ccccc1[N+](=O)[O-]	-5	-4	-0.6	-9	29	-16	4	97	-4
CC(=O)Oc1cccc(C(=O)Nc2ccccc2NC(=O)c2cccc(OC(C)=O)c2)c1	-8	-4	-1.3	-4	42	-52	-3	104	4
CCCc1[nH]n(-c2ccc([N+](=O)[O-])cc2)c(=O)c1C=NCCc1ccc(OC)c(OC)c1	0	4	0.2	-17	23	19	0	112	2
CCC(C)c1ccc(OCc2ccc(C(=O)O)o2)cc1 (stereo unspecified)	-11	5	-1.4	5	9	8	0	101	-1
O=C1C=C(c2ccccc2)CC(c2cccs2)C1n1cnc([N+](=O)[O-])c1 (stereo unspecified)	-2	6	2.2	1	26	-2	3	101	-3
CSCC(C)N1CCC(n2nccc2NC(=O)CCc2ccccc2)CC1 (stereo unspecified)	-2	-2	0.0	-8	26	-8	x	99	-2
Cc1ccc(C)c(NC(=O)CCN2CCN(CCO)CC2)c1	-9	-5	-1.2	-2	-19	-9	5	107	5
O=C(NCc1nc(-c2ccccc2)no1)c1ccc(Br)o1	-2	-2	0.1	-50	12	-15	1	97	1
CC(C)(C)NS(=O)(=O)c1ccc(CCC(=O)NCc2cccnc2)cc1	-1	0	0.4	9	2	-12	-1	99	0
COc1ccc(-c2noc(CN(C(=O)c3c(-c4ccccc4Cl)noc3C)C(C)C)n2)cc1	-2	-10	3.7	2	9	-4	6	103	4

Quoted at random: 2 entries already listed
SMILES	GalR3 antagonist	M4 PAM	CRFR2-BP ag	pCIP destab	PHOSPHO1 block	CRFR2-BP antag	IDE cell inh	MEKK3 PB1 HTS	IDE act
Cc1ccc(C)c(NC(=O)CCN2CCN(CCO)CC2)c1	-9	-5	-1.2	-2	-19	-9	5	107	5
CSc1nnc(C(C)(C)C)c(=O)n1/N=C/c1ccc(C(C)C)cc1	-4	1	3.4	1	11	-6	2	97	2

More results:
SMILES	GalR3 antagonist	M4 PAM	CRFR2-BP ag	pCIP destab	PHOSPHO1 block	CRFR2-BP antag	IDE cell inh	MEKK3 PB1 HTS	IDE act
CCC(C)[C@H](N)c1nnc(SCC(=O)Nc2cccc(Cl)c2)o1 (stereo partly specified)	-7	17	2.6	-1	-15	-25	2	98	2
O=C(COC(=O)CSc1cc(Cl)ccc1Cl)NCc1ccc2c(c1)OCO2	-4	-3	52*	-3	7	-102	3	97	3
COc1ccccc1NC(=O)COC(=O)Cc1c[nH]c2ccccc12	-2	-4	0.5	-8	-7	8	2	106	5
CCCC(C)NC(=O)c1cc(C(=O)OC)cc([N+](=O)[O-])c1 (stereo unspecified)	-3	8	0.4	0	-7	10	5	100	2
O=S(=O)(c1ccccc1)c1nc(-c2ccco2)oc1NCCCn1ccnc1	-2	7	2.8	-8	-27	14	-1	97	-4
COC(=O)c1ccc(NC(=O)CC2C(=O)N(C)C(=S)N2Cc2ccc(S(N)(=O)=O)cc2)cc1 (stereo unspecified)	-3	9	-0.3	-2	15	-10	1	97	5
CCN1CCN(C(=O)C2CCN(Cc3cc(Cl)ccc3O)CC2)CC1	-13	0	0.1	5	20	2	1	102	-3
O=C1OC(Nc2nc3ccccc3s2)c2ccccc21 (stereo unspecified)	0	-6	-1.1	-11	18	13	5	102	1
CCN(C[C@H]1N[C@@](C)(C(=O)OC)[C@H]2C(=O)N(C)C(=O)[C@@H]12)C(=O)Nc1ccccc1	-4	1	-1.1	x	x	-21	0	x	1
COC(=O)C1=CN(c2ccc(Cl)cc2)C=C(C(=O)OC)C1c1ccc([N+](=O)[O-])cc1	-2	-2	-1.2	8	38	14	x	101	3
CCn1c(SCc2nc3ccccc3c(=O)[nH]2)nc2ccccc2c1=O	1	-2	-3.8	-6	22	-23	2	99	2
Cc1ccc(-c2nsc(SCC(=O)Nc3ccc4c(c3)OCO4)n2)cc1	1	2	-0.7	0	-6	5	3	97	-1
CCc1cccc(CC)c1NC(=O)CSc1nnc(C2CC2)n1C	-3	1	-0.7	-1	2	11	7	102	4
CCCNC(=O)c1ccccc1NS(=O)(=O)c1ccc2c(c1)OCCO2	-8	-4	-1.7	-19	-3	0	-4	100	6
CCCCNc1ncnc2c1cnn2-c1ccccc1	-5	2	-0.2	-7	21	6	3	104	-1
CCC1CCCCN1C(=O)c1cc(COc2ccc(-n3cncn3)cc2)on1 (stereo unspecified)	-5	-1	0.5	-19	23	-9	1	99	-3
COc1ccccc1N1CCN(C2CC(=O)N(c3ccc(Cl)cc3)C2=O)CC1 (stereo unspecified)	-6	-3	-1.1	11	-18	19	-1	101	2
CCCCCCc1c(C)[nH]c2nc3ccccc3n2c1=O	-3	-4	0.0	-6	29	-5	-1	106	0
C/C(N)=C(/C#N)C(=O)COC(=O)c1oc2ccccc2c1COC(C)C	-3	4	-0.9	14	9	1	4	100	2
Cc1cc2c(c(=O)n1Cc1ccco1)C(c1cccnc1)C(C#N)=C(N)O2 (stereo unspecified)	-4	30*	5.7	-14	21	8	7	102	5
Cc1cccc(N(C(=O)c2ccc(Cl)cc2)C2CS(=O)(=O)CC2OC(=O)c2ccc(Cl)cc2)c1 (stereo unspecified)	-4	11	11	-2	23	-24	3	111	8
CCN(c1ccc(OC)cc1)c1ncnc2nc[nH]c12	4	8	-1.1	-3	14	-9	3	110	-3
